Coupling enz = qHTS Assay for Inhibitors of Fructose-1,6-bisphosphate Aldolase from Giardia Lamblia: Coupling assay counterscreen; AID 2472, 2010; coupling enzyme system counterscreen, AmpLite Red fluorescence; hit rate 0.67% among 290,000; activity change, negative = inhibition, % at 58.2 µM, hits read low; in the data active = activity change below about -30%; also: % is scaled to controls: 0 for no effect and ±100 for the full control effect
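Coupling enzymes only (glyceraldehyde-3-phosphate) + compound, at 57.5 uM final, 10 min RT; add substrate/coupling/AmpLite Red mix, 20 min RT; fluorescence ex 525/em 598 nm. Actives flag coupling-system interference.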
B2AR arrestin = qHTS assay of beta-arrestin-biased ligands of beta2-adrenergic receptor; Potency, µM (highest dose often 46.1 µM), inactives show top-dose activation, most hits filed as activators; hit rate 0.02% among 330,000; beta-arrestin recruitment to beta2AR, cell-based reporter; Beta-2 adrenergic receptor (Homo sapiens), P07550;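 also: potency is read from the fitted curve at half-maximal effect; 0% = DMSO controls and full agonism = EC100 isoproterenol or metaproterenol; nearly all actives have a fitted effect of over 65% in size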
hERG WT inh = qHTS for Inhibitors of KCHN2 3.1: Wildtype qHTS; Voltage-gated inwardly rectifying potassium channel KCNH2 (Homo sapiens), Q12809; U2OS, BacMam KCNH2, thallium flux FluxOr; active compounds read low; activity change, % at 1.84 µM; hit rate 0.37% among 340,000;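 active = maximum activity change below -70%; inconclusive = maximum activity change between -70% and -50%; inactive = maximum activity change above -50%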; also: % is scaled to controls: 0 for no effect and ±100 for the full control effect
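U2OS cells were transduced with wild-type KCNH2 virus (2.03 x 10^8 / mL) for 4 h at room temperature, then cultured overnight at 37 C. Thallium flux was read with FluxOr dye. Rate constants were normalized to DMSO controls.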
TRPV1 ag = HTS Assay for Compounds that Act as Agonists of the Vanilloid Receptor 1; hit rate 0.19% among 320,000; Transient receptor potential cation channel subfamily V member 1 (Homo sapiens), Q8NER1; TRPV1-expressing cells, Fluo-8 calcium influx, agonist mode; activation, % at 8.33 µM; AID 540275, 2011; in the data active = activation above about 80%; inconclusive = between about 30% and that limit; also: 0% is about no effect
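TRPV1-expressing cells were cultured overnight at 35.5C and loaded with Fluo-8 calcium dye for 40 to 90 min at room temperature. After a 10 s baseline, compound was added and calcium influx was read kinetically for 3 min (ex 480/em 520 nm).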
CXXC DNA block = qHTS Fluorescence Polarization Assay for Inhibitors of MLL CXXC domain - DNA interaction. Potency, µM (top dose mostly 115 µM), for inactives: at the highest dose activity change, negative = inhibition, actives largely listed as inhibitors. Histone-lysine N-methyltransferase 2A (Homo sapiens), Q03164. hit rate 0.037% among 290,000. MLL-CXXC / FITC-HOXA9 DNA fluorescence polarization. AID 2662, 2010; active = well fitted inhibition curve with a large enough effect in the polarisation, with a control signal flat, not every such curve was filed as active; inconclusive = small, poorly fitted or top-dose-only effect, or effect the other way, or a change in a side signal; inactive = no such curve, though single readings can be large or run the other way; the % refers to the polarisation; also: potency is read from the fitted curve at half-maximal effect
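Fluorescence polarization: 7 uM MLL-CXXC (stock) preincubated 5 min with compounds, then 50 nM fluorescein-HOX-A9 DNA (stock) added; 30 min ambient. Buffer 50 mM Tris-HCl pH 7.5, 50 mM NaCl, 1 mM DTT, 0.05% BSA.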
PKM2 act = qHTS Assay for Activators of Human Muscle isoform 2 Pyruvate Kinase; Potency, µM (highest dose often 57.5 µM), inactives show at the highest dose activation, hits mostly activators; AID 1631, 2009; Pyruvate kinase PKM (Homo sapiens), P14618; purified PKM2, Kinase-Glo ATP luminescence, activation; response scale: 0% is enzyme alone, no compound; hit rate 0.34% among 260,000; also: potency is read from the fitted curve at half-maximal effect; % is scaled to controls: 0 for no effect and ±100 for the full control effect; nearly all actives have a fitted effect of over 55% in size
Target sequence (P14618 whole entry, looked up, canonical isoform): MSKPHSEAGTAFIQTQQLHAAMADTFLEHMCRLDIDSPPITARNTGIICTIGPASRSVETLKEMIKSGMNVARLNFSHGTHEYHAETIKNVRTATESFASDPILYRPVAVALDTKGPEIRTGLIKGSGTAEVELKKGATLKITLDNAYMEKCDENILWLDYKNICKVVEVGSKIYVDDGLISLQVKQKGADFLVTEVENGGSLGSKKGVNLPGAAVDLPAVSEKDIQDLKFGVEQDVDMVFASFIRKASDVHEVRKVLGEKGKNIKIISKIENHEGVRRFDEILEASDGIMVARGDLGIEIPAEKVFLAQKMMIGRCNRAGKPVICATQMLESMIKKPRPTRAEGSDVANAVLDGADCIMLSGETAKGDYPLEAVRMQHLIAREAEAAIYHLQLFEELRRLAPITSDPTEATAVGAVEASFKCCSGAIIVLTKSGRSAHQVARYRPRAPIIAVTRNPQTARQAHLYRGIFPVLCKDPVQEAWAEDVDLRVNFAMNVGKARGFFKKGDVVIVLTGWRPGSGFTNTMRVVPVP
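Purified hPK-M2 (>95% pure) converted ADP (0.1 mM final) to ATP with 0.5 mM PEP in 50 mM imidazole pH7.2, KCl, MgCl2, Tween 20, BSA; 1 h at room temperature. ATP detected by Kinase-Glo luminescence.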
GALK inh = qHTS Assay for Inhibitors of Human Galactokinase (GALK). P51570. Purified GALK, Kinase-Glo residual ATP luminescence. Potency, µM (titrated, usually from 57.5 µM), inactives show at the top dose activity change, negative = inhibition, usual class: inhibitors. hit rate 0.007% among 270,000. AID 1868, 2009; also: potency is read from the fitted curve at half-maximal effect; % is scaled to controls: 0 for no effect and ±100 for the full control effect
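Kinase-Glo Plus luminescence measured ATP left after a 1 h room-temperature reaction. The reaction used 5 nM GALK, 100 uM galactose and 35 uM ATP at pH 8.0 (20 mM HEPES, 5 mM MgCl2, 60 mM NaCl, 1 mM DTT, 0.01% BSA).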
Menin-MLL TR inh = qHTS Assay for Inhibitors Targeting the Menin-MLL Interaction in MLL Related Leukemias: Competition With Texas Red Labeled MLL-derived Mutant Peptide | hit rate 0.23% among 270,000 | Menin + Texas Red MLL mutant peptide, fluorescence polarization | Potency, µM (top dose mostly 61.6 µM), for inactives: at the highest dose FP activity change, negative = inhibition, usual class: inhibitors; active = well fitted inhibition curve with a large enough effect in the polarisation, with a control signal flat, not every such curve was filed as active; inconclusive = small, poorly fitted or top-dose-only effect, or effect the other way, or a change in a side signal; inactive = no such curve, though single readings can be large or run the other way; the % refers to the polarisation; also: potency is read from the fitted curve at half-maximal effect; % of control where 0% means no effect; many of its hits are not listed in these tables
Target sequence (O00255 whole entry, looked up): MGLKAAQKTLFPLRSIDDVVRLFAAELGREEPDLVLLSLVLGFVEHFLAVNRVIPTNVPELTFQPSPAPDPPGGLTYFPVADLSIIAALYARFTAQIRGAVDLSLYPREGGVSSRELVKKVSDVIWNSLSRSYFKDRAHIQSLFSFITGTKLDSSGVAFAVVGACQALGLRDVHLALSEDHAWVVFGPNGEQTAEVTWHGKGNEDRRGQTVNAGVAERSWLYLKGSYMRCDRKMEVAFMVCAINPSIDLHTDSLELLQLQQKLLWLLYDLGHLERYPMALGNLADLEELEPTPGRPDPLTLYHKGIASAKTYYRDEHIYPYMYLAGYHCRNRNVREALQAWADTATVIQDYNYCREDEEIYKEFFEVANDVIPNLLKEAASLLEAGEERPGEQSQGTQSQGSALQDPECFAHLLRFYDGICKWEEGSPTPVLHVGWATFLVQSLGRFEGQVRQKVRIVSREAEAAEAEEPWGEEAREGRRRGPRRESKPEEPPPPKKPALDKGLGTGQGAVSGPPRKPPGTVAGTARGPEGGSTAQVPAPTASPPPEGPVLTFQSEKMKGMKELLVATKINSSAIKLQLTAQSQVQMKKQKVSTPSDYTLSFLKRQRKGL
KCNH2 3.1 block = qHTS for Inhibitors of KCHN2 3.1: Mutant qHTS; hit rate 0.95% among 340,000; U2OS KCNH2 3.1, thallium flux FluxOr; active compounds read low; activity change, % (tested at about 1.8 µM);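 active = maximum activity change below -70%; inconclusive = maximum activity change from -70% to -50%; inactive = maximum activity change above -50%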;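 also: thallium influx rate constant from kinetic fluorescence after stimulation buffer; % is scaled to controls: 0 for no effect and ±100 for the full control effect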
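Normalized rate constant (relative to positive and negative DMSO controls) derived from a 2 min kinetic fluorescence read after stimulation; U2OS cells expressing the 3.1 isoform via virus at 1.77 x 10^8 /mL.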
USP2a inh = qHTS Assay for Inhibitors of Ubiquitin-specific Protease USP2a Using CHOP2 as the Reporter; USP2 core, Ub-CHOP2 coupled fluorogenic reporter, 485/531; hit rate 0.01% among 330,000; Potency, µM (doses to about 38.3 µM), for the others: at the top dose activity change, negative = inhibition, actives largely listed as inhibitors;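 also: potency is read from the fitted curve at half-maximal effect; plate controls were DMSO wells for no effect and full inhibition by NEM control for full effect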
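Cell-free coupled assay: 10nM USP2 core preincubated 30min RT with compound in Tris-HCl pH 8.0/CaCl2/CHAPS buffer, then 25nM Ub-CHOP2 and 25nM reporter substrate; fluorescence (Ex 485/Em 531) read after 60min RT, normalized to NEM inhibition, concentration-response curves fitted.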
Giardia killer = Small Molecules that selectively kill Giardia lamblia: qHTS. hit rate 0.15% among 340,000. Giardia lamblia trophozoite viability. activity change, % at 7.66 µM, hits read low; in the data active = activity change below about -80%; inconclusive = between about -30% and that limit;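 also: parasites exposed to compound for two days anaerobically before the ATP read; % is scaled to controls: 0 for no effect and ±100 for the full control effect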
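Trophozoite viability was measured as ATP-dependent luminescence, read 15-30 min after reagent addition. Before that, parasites at 100 cells/well were exposed to compounds for 48 h, anaerobically, at 37 deg C.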
* hit, by the source's call; ? = inconclusive; nt = not tested or not shown; [ ] = another dose, or the depositor's remark. Unless noted, calls follow the shape of the dose curve; as a rule, active = well fitted curve in the direction sought with a large enough effect; inconclusive = small, poorly fitted or top-dose-only effect, or another doubt; inactive = no such curve, though single readings can be large; an effect the other way counts as inactive or inconclusive. An excerpt; rates above refer to the full screens.

Compound	Coupling enz	B2AR arrestin	hERG WT inh	TRPV1 ag	CXXC DNA block	PKM2 act	GALK inh	Menin-MLL TR inh	KCNH2 3.1 block	USP2a inh	Giardia killer
CCOc1ccc(NC(=O)Cc2ccccc2)c([N+](=O)[O-])c1	2	-0.5%	-6	18	1%	?	-6%	0%	-29	2%	-11
Cc1cc(C(=O)CSc2nnc(N)s2)c(C)n1C1CC1	nt	-0.2%	5	3	nt	nt	nt	nt	43	1%	0
CC(C)(C)OC(=O)NCCCCCNC(=O)c1[nH]cnc1C(=O)Nc1ccon1	nt	0.0%	4	6	nt	nt	nt	nt	2	0%	-2
Cc1ccc(S(=O)(=O)N2CCCCC2)cc1NC(=O)CSc1nncn1-c1ccccc1	5	0.0%	7	-2	-1%	2%	1%	-1%	-3	-1%	6
CN1CCN(c2ccc(NC(=O)c3ccc4c(c3)OCCO4)cc2Cl)CC1	-6	0.5%	3	2	-7%	-1%	3%	7%	?	1%	?
Cc1ccc([N+](=O)[O-])cc1NC(=O)C1CCCC1	0	-0.6%	12	5	-6%	-1%[11.5 µM]	6%	1%	39	0%	8
CCN(CC)S(=O)(=O)c1ccc(NC2CCN(Cc3ccccc3)CC2)nc1	-1	-0.2%	11	3	3%	0%	2%	2%	3	-1%	-11
CCn1cc(/C=C2/SC(=S)NC2=O)c(C)n1	0	-1.3%	-7	-3	-5%	10%	0%	-20%	-11	2%	-11
Cc1c(NC(=O)CC2NC(=O)NC2=O)c(=O)n(-c2ccccc2)n1C (stereo unspecified)	1	0.3%	nt	0	-2%	nt	1%	1%	nt	-1%	nt
COc1ccccc1CNC(=O)Cn1cc([N+](=O)[O-])ccc1=O	nt	-0.6%	-11	-1	0%	-8%	-2%	nt	-17	0%	-1
Cc1nn(C)c(=O)n1-c1ccc(OCc2ccccc2)cc1	2	-0.1%	-26	?	1%	-57%	5%	6%	4	-3%	6
Cc1cc2nc(/C=C/c3cccnc3)[nH]c2cc1C	2	-1.1%	6	?	-5%	-23%	1%	-7%	7	-1%	6
Nc1ccc(Sc2ccccc2CC(=O)O)cc1	0	0.2%	nt	-2	-16%	1%	nt	-7%	nt	0%	nt
CC(C)C(=O)Nc1cccc(C(=O)Nc2ccc(S(=O)(=O)N3CCOCC3)cc2)c1	-1	-2.2%	-15	-1	11%	-1%	nt	?	-8	0%	-10
Cc1ccc(NC(=O)N2C3CCCC2CC(NC(=O)C2CC2)C3)cc1 (stereo unspecified)	1	-0.4%	-1	0	6%	nt	5%	6%	9	0%	-10
Cc1ccc(CN2C(=O)C(=O)N(CC(N)=O)C2=O)cc1	2	0.2%	-14	1	3%	nt	1%	-7%	2	8%	3
CC(=O)N1CCc2cc(S(=O)(=O)NCCC(=O)NCCc3ccc(C)cc3)ccc21	1	-0.1%	28	-3	-2%	-1%	1%	-20%	1	0%	-16
COc1cc(/C=N/NC(=O)c2cccc(S(=O)(=O)N3CCCC3)c2)cc(OC)c1O	nt	0.3%	-8	29	nt	nt	nt	nt	9	0%	-5
Cc1ccc(C)c(NC(=O)NCCN2CCCCC2)c1	2	-0.2%	5	-1	-4%	-1%	-3%	?	8	2%	-19
COc1ccc(N2CCN(C(=O)Cn3cnc4c3c(=O)n(C)c(=O)n4C)CC2)cc1	0	0.2%	-4	-4	-6%	-3%	-1%	-27%	-20	0%	3
CC1CN(C(=O)Nc2ccc(Br)cc2Cl)CC(C)O1 (stereo unspecified)	4	-0.1%	-1	1	-3%	2%	-2%	12%	-8	3%	6
O=[N+]([O-])c1ccc(Sc2ccccc2)nc1	-2	0.2%	-7	-2	0%	-3%	0%	6%	-9	1%	22
CCN(c1ccccc1)S(=O)(=O)c1ccc(C(=O)NCCCn2ccnc2)cc1	0	0.1%	-10	0	-11%	0%	-1%	-1%	-1	8%	12
Cc1ccc(C(=O)C(c2ccccc2)N2Cc3ccccc3C2=N)cc1 (stereo unspecified)	-11	-2.1%	-5	?	3%	-12%	-3%	0%	-73*	-10%	-7
CCOc1ccc(NC(=O)CSc2nnc(Cc3ccccc3)c(=O)n2N)cc1	nt	-0.4%	-4	17	nt	nt	nt	nt	-25	3%	0
CC1C/C(=C/c2cccn2C)C(=O)/C(=C/c2cccn2C)C1 (stereo unspecified)	-5	0.6%	10	100*	?	-5%	0%	-9%	0	?	2
O=C(NC1CCCCC1)c1cc(S(=O)(=O)N2CCCC2)ccc1Cl	2	0.3%	-2	7	4%	-1%	17%	-13%	-7	4%	-6
Cc1onc(-c2ccccc2)c1C(=O)Nc1nnc(N2CCCCCC2)s1	-2	-1.4%	0	-3	-2%	-16%	-2%	0%	-4	1%	3
COc1ccc(/C(C)=N/Nc2cccc(C(=O)O)c2)cc1OC	-1	0.0%	-17	-6	-7%	-2%	5%	-15%	9	1%	-5
CCc1nnc(SCC(=O)Nc2nc(C)c(C(=O)N(C)C)s2)n1CC	nt	-0.9%	-15	1	3%	-8%	5%	nt	11	0%	-8
CCOC(=O)c1sc(=S)n(-c2ccccc2)c1N	-2	-0.5%	1	0	5%	-16%	0%	?	-3	1%	2
Cc1nnc(Sc2nc3c(c(=O)[nH]c(=O)n3C)n2CCCc2ccccc2)s1	2	-0.3%	nt	1	-6%	0%	1%	-5%	nt	0%	nt
CCO/C=C1/C(=O)N(C(C)=O)c2ccccc21	1	-0.5%	9	-5	6%	-5%	2%	16%	-10	1%	-20
Cc1nc2sc(C(N)=O)c(N)c2c2c1CCCC2	-2	-0.1%	2	-3	30%	2%	-2%	nt	2	3%	-15
COCCSc1ccccc1C(=O)N1CCOCC1	-1	0.2%	-4	-2	18%	6%	-2%	2%	-86*	6%	3
COc1ccc(C2(C(=O)NCc3ccco3)CCCC2)cc1OC	4	-0.4%	-7	3	0%	2%	-1%	-27%	11	1%	2
CCCCC(O)CN1CCC(c2ccccc2)CC1 (stereo unspecified)	1	-0.2%	44	0	-21%	-2%	0%	0%	-41	0%	4
O=C1NCCCc2nonc21	-3	-0.5%	15	-2	2%	1%	6%	3%	6	1%	8
CSc1nn(-c2ccc(C(=O)OCC(=O)NC(=O)NC(C)C)cc2)c(=S)s1	1	-0.2%	6	5	4%	-1%	-3%	1%	1	1%	13
COc1cccc(CNC(=O)C2CCCN(c3nc4ccccc4o3)C2)c1 (stereo unspecified)	0	-0.4%	6	-3	-15%	-12%	2%	0%	-21	2%	-4
N#Cc1ccccc1S(=O)(=O)N1CCN(C(=O)c2cc3c(s2)CCC3)CC1	nt	-0.5%	3	5	nt	nt	nt	nt	-6	0%	4
Cc1nnc(NC(=O)c2cccc(S(=O)(=O)N3CCN(C)CC3)c2)s1	nt	-0.5%	-4	-1	nt	nt	nt	nt	-5	1%	10
Cc1ccc(NC(=O)CSc2ncn[nH]2)c([N+](=O)[O-])c1	nt	-1.2%	11	nt	nt	nt	nt	nt	4	-1%	?
CCNC(=S)N(Cc1cc2c(C)ccc(C)c2[nH]c1=O)C1CCCC1	0	-0.3%	11	1	-2%	-5%	5%	5%	1	1%	15
CN(C)/C=C/C(=O)c1ccncc1	4	-0.2%	-2	0	-1%	-7%	0%	8%	-7	2%	23
Cc1nc2cc(NS(=O)(=O)c3cccc4cccnc34)ccc2s1	-22	-0.8%	-10	-2	2%	?	3%	5%	7	1%	-3
CC(C)Cc1nnc(NC(=O)CCC(=O)N2CCN(c3ccccc3)CC2)s1	-2	0.5%	0	8	2%	-7%	-2%	-18%	7	2%	3
CC1CCC/C(=C\Nc2ccc(C(=O)O)c(O)c2)C1=O (stereo unspecified)	-1	-0.3%	-4	0	2%	-6%	3%	nt	4	0%	-2
O=C(CNS(=O)(=O)c1ccc2ccccc2c1)OCc1nnc(-c2ccccc2)o1	2	0.3%	2	-2	2%	-1%	0%	-7%	-1	0%	7
